NOD1 inhibition: NOD1 signaling inhibitors, primary screen, cell-based, luminescence, uHTS (AID 1578). 1% of 290,000 active. NOD1-driven NF-kB luciferase reporter cells, luminescence; higher % means a stronger effect. inhibition, % at 4 µM, or EC50 in µM where a hit was titrated; in the data active means inhibition mostly above about 36%, no sharp cut-off; inactive means mostly below about 34%;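 further: HEK-293T reporter cells stimulated with the NOD1 agonist gamma-tri-DAP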
NOD2 inhibition: NOD2 signaling inhibitors, cell-based, luminescence, uHTS, HEK293 (AID 1566). HEK293 NOD2/NF-kB luciferase reporter, luminescence; higher % means a stronger effect. inhibition, % at 4 µM, or EC50 in µM where a hit was titrated. 0.63% of 290,000 active; further: many of its hits are not listed in these tables
GPR55 activation: GPR55 agonists via beta-arrestin recruitment, primary screen, imaging, U2OS cells, beta-arrestin-GFP redistribution (AID 1961) | activation, % at 10 µM, or EC50 in µM where a hit was titrated | U2OS GPR55 beta-arrestin-GFP redistribution imaging; higher % means a stronger effect | 0.048% of 290,000 active;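 active means activation above 40% with more than 50 cells counted in the well; inconclusive means wells holding fewer than 50 cells, flagged as toxic or sparse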;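 further: U2OS osteosarcoma cells stably expressing GPR55 and beta-arrestin-GFP; plate controls were DMSO negative control for no effect and LPI positive control for full effect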
HIV fusion peptide: inhibitors of HIV fusion peptide binding, primary screen, biochemical, uHTS, fluorescence dequenching (AID 1986); 0.3% of 290,000 active; one-dose inhibition, % at 20 µM; IC50 in µM for titrated hits; cell-free peptide binding, fluorescence dequenching, 30 min; higher % means a stronger effect; in the data active means inhibition mostly above about 52%, no sharp cut-off; inactive means mostly below about 76%; further: some results filed as inactive read as strong as hits
GPR55 antagonists: GPR55 antagonists blocking LPI-driven arrestin recruitment, primary screen, imaging, U2OS, beta-arrestin-GFP, LPI agonist (AID 2013); one-dose inhibition, % at 10 µM; IC50 in µM for titrated hits; U2OS GPR55 beta-arrestin-GFP translocation imaging, LPI antagonism; higher % means a stronger effect; G-protein coupled receptor 55 (Homo sapiens); 0.13% of 290,000 active;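 active means spots per cell inhibited over 60%, with over 100 cells counted and total cytoplasm intensity under 500,000; inconclusive means wells with under 100 cells, flagged as likely toxic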;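 further: U2OS cells stably carrying GPR55 and arrestin-GFP stimulated by 5 µM LPI near EC80; imaged beta-arrestin-GFP aggregate spots per cell after agonist stimulation; plate controls were LPI-stimulated DMSO wells for no effect and DMSO wells without LPI for full effect; some results filed as inactive read as strong as hits; confirmed hits need IC50 under 10 µM and bright autofluorescent wells are also inconclusive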
KOR beta-arrestin-1: KOR antagonists, beta-arrestin recruitment, cell-based, luminescence, uHTS (AID 1778). Kappa-type opioid receptor (Homo sapiens). KOR beta-arrestin recruitment, luminescence, antagonist mode; higher % means a stronger effect. one-dose inhibition, % at 10 µM; IC50 in µM for titrated hits. 0.091% of 290,000 active; further: strong numbers were not always called active
KOR beta-arrestin-2: KOR agonists, beta-arrestin recruitment, primary screen, cell-based, luminescence, uHTS (AID 1777) | 0.02% of 280,000 active | KOR beta-arrestin recruitment, luminescence; higher % means a stronger effect | one-dose activation, % at 10 µM; EC50 in µM for titrated hits; in the data active means activation above about 50%, passing the limit was not always enough; further: a part of the inactive calls stands beside numbers as strong as those of hits
Myeloid diff 2: induction of myeloid progenitor differentiation, primary screen, cell-based, flow cytometry, MLPCN library; ER-HoxA9 myeloid progenitors, lysozyme-GFP differentiation; 1% of 360,000 active; calls only at 10 µM;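 active means normalized GFP-positive differentiation at or above the plate's own cutoff, the solvent-only control mean plus 3 SD; inconclusive means no clear call, values can overlap the other calls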;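 further: cells exposed to compound for four days before flow analysis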
GPR35 arrestin U2OS: GPR35 antagonists blocking zaprinast-driven arrestin recruitment, primary screen, imaging, U2OS, beta-arrestin-GFP, zaprinast agonist (AID 2058); G-protein coupled receptor 35 (Homo sapiens); U2OS GPR35 beta-arrestin-GFP translocation imaging, zaprinast antagonism; higher % means a stronger effect; inhibition, % at 10 µM; hits with a dose series show IC50 in µM; 0.052% of 290,000 active;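 active means inhibition of at least 50% with at least 30 cells and total cytoplasm GFP at most 10,000,000; inconclusive means under 30 cells or total GFP of 10,000,000 plus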
Myeloid diff 2 GFP+ MAC1+ %: further read-out of Myeloid diff 2, marked with its call; GFP+ MAC1+ double positive, %; measured here: differentiation confirmed by MAC1 staining
* hit, by the source's call; i = inactive; ? = inconclusive; nt = no result given; [ ] = dose if it differs, or a comment. Unless noted, no stated cut-off is given here; in the data, active means inhibition above about 50%; inactive means the rest.

Key to letters – A = NOD1 inhibition; B = NOD2 inhibition; C = GPR55 activation; D = HIV fusion peptide; E = GPR55 antagonists; F = KOR beta-arrestin-1; G = KOR beta-arrestin-2; H = Myeloid diff 2; I = Myeloid diff 2 GFP+ MAC1+ %; J = GPR35 arrestin U2OS
Cc1c(C(=O)N2CCCC2)c(S(=O)(=O)N2CCCCC2)c(C)n1C
  A: -32%	B: 12%	C: 0.1%	D: -0.3%	E: -14%	F: -41%	G: -1.7%	H: i	I: 6.9	J: -1%

CCOc1ccc(NC(=O)CN(C)S(=O)(=O)c2cnc[nH]2)cc1
  A: -39%	B: 2%	C: 0.9%	D: -1.7%	E: -13%	F: 15%	G: -3.5%	H: i	I: 0.4	J: -20%

O=C(OCc1cc(=O)n2c(n1)sc1ccccc12)c1ccc(O)cc1O
  A: -52%	B: -69%	C: 0.5%	D: 3.5%	E: 6%	F: 5%	G: -0.6%	H: i	I: 0.8	J: -2%

O=C(NCc1cn2ccccc2n1)c1ccc(Br)o1
  A: -11%	B: -3%	C: -0.1%	D: 1.4%	E: 5%	F: -51%	G: -2.4%	H: i	I: 3.7	J: 7%

Cc1cc(C(=O)OCC(=O)c2ccc(Br)s2)no1
  A: -1%	B: 13%	C: -0.2%	D: -1.6%	E: 2%	F: -2%	G: -12%	H: i	I: 1.3	J: 1%

CCn1c(SCC(=O)Nc2ccc(C(=O)OC)cc2)nnc1-c1cccs1
  A: -25%	B: 12%	C: -0.1%	D: 3.0%	E: 18%	F: 3%	G: -2.6%	H: i	I: 0.7	J: -5%

C=CCN1CCN(C(CCC)c2nnnn2Cc2ccco2)CC1 (stereo unspecified)
  A: -3%	B: 1%	C: -0.3%	D: 4.7%	E: -3%	F: -24%	G: 12%	H: i	I: 0.6	J: 12%

COc1ccc(C(=O)NC2CCCc3c2cnn3-c2cc(F)cc(F)c2)c(OC)c1OC (stereo unspecified)
  A: 7%	B: 13%	C: -0.3%	D: -1.8%	E: -6%	F: -42%	G: -5.1%	H: i	I: 0.5	J: 1%

O=C1NC(=S)N/C1=C/c1ccc(-c2c(Br)cc([N+](=O)[O-])cc2Br)o1
  A: 22%	B: -18%	C: 0.9%	D: 1.7%	E: 25%	F: -8%	G: -2.4%	H: nt	I: nt	J: 19%

COc1ccc(C(C#N)Nc2ccccc2)cc1 (stereo unspecified)
  A: -2%	B: 9%	C: -0.1%	D: -1.0%	E: 13%	F: 1%	G: -3.5%	H: nt	I: nt	J: 11%

A portion taken from the entries so far, as a working copy:
Key to letters – A = NOD1 inhibition; B = NOD2 inhibition; C = GPR55 activation; D = HIV fusion peptide; E = GPR55 antagonists; F = KOR beta-arrestin-1; G = KOR beta-arrestin-2; H = Myeloid diff 2; I = Myeloid diff 2 GFP+ MAC1+ %; J = GPR35 arrestin U2OS
Cc1c(C(=O)N2CCCC2)c(S(=O)(=O)N2CCCCC2)c(C)n1C
  A: -32%	B: 12%	C: 0.1%	D: -0.3%	E: -14%	F: -41%	G: -1.7%	H: i	I: 6.9	J: -1%

CCOc1ccc(NC(=O)CN(C)S(=O)(=O)c2cnc[nH]2)cc1
  A: -39%	B: 2%	C: 0.9%	D: -1.7%	E: -13%	F: 15%	G: -3.5%	H: i	I: 0.4	J: -20%

Remaining list, next part.
Key to letters – A = NOD1 inhibition; B = NOD2 inhibition; C = GPR55 activation; D = HIV fusion peptide; E = GPR55 antagonists; F = KOR beta-arrestin-1; G = KOR beta-arrestin-2; H = Myeloid diff 2; I = Myeloid diff 2 GFP+ MAC1+ %; J = GPR35 arrestin U2OS
CCCCn1c(N)c(C(=S)NC(=O)CC(C)C)c(=O)n(C)c1=O
  A: -25%	B: -9%	C: 0.1%	D: -0.9%	E: 12%	F: -8%	G: 1.2%	H: i	I: 0.8	J: -12%

Cc1nn(Cc2ccccc2)c(Cl)c1C(=O)NCc1ccc(C)n1C
  A: 7%	B: 2%	C: -0.1%	D: -1.1%	E: 7%	F: 8%	G: 1.1%	H: i	I: 1.2	J: 5%

COc1cccc(CNC(=O)CCl)c1
  A: 74%*	B: -11%	C: -0.2%	D: -0.7%	E: 3%	F: 15%	G: -0.4%	H: i	I: 0.6	J: 7%

Cc1ccc(C(=O)OC(C)CN2C(C)CCCC2C)cc1 (stereo unspecified)
  A: 1%	B: -6%	C: -0.1%	D: 0.7%	E: 6%	F: -12%	G: -2.1%	H: i	I: 0.7	J: -15%

CC1(C(=O)NC23CC4CC(CC(C4)C2)C3)CC1(Cl)Cl (stereo unspecified)
  A: 17%	B: 16%	C: -0.1%	D: -1.5%	E: 6%	F: 8%	G: 3.7%	H: i	I: 5.3	J: 10%

CN(C)CCCC1(O)c2ccccc2C=Cc2ccccc21
  A: -28%	B: -4%	C: -0.2%	D: -0.6%	E: 4%	F: -43%	G: 3.4%	H: i	I: 0.6	J: 6%

COC(=O)Cc1cc(=O)oc2c(C)c(O)ccc12
  A: -27%	B: 11%	C: -0.3%	D: 1.6%	E: -2%	F: 11%	G: 0.1%	H: i	I: 6.0	J: -13%

COC(=O)COc1ccc(C2NC(=O)NC(C)=C2C(=O)NCc2ccccc2)cc1OC (stereo unspecified)
  A: -18%	B: 17%	C: 1.3%	D: -1.5%	E: 3%	F: -18%	G: -4.1%	H: i	I: 0.4	J: -6%

COc1cccc(N(C(=O)CNC(=O)c2ccco2)C(C(=O)NC2CCCCC2)c2cccnc2)c1 (stereo unspecified)
  A: -2%	B: -23%	C: -0.1%	D: 0.2%	E: -7%	F: -16%	G: -1.1%	H: ?	I: nt	J: 16%

Cc1cccc(C)c1N1C(=O)c2ccccc2C1=O
  A: -10%	B: 0%	C: 0.2%	D: -2.4%	E: 7%	F: 27%	G: -5.9%	H: i	I: 4.1	J: 2%

O=C(O)c1cccc(CSc2ncn[nH]2)c1
  A: -9%	B: -4%	C: 0.4%	D: -1.0%	E: 10%	F: 17%	G: -1.4%	H: i	I: 0.6	J: -13%

O=C(Nc1ccccc1)c1ccccc1Oc1ccc(C(F)(F)F)cc1[N+](=O)[O-]
  A: -10%	B: -2%	C: -0.1%	D: 1.3%	E: 5%	F: -23%	G: 1.9%	H: i	I: 0.5	J: 8%

O=C(NC1CCSc2ccccc21)c1cccc(OC(F)F)c1 (stereo unspecified)
  A: 0%	B: 23%	C: 0.0%	D: -1.3%	E: 1%	F: 5%	G: 3.4%	H: nt	I: nt	J: 4%

CC(=C\c1ccccc1)/C=C1/SC(=O)N(CCCC(=O)Nc2ccc(C(=O)O)cc2)C1=O
  A: -32%	B: -7%	C: -0.1%	D: 5.1%	E: 1%	F: 7%[20 µM]	G: -5.7%	H: nt	I: nt	J: 108%*

COC(C(=O)Nc1ccnn1C1CCN(Cc2cnn(C)c2)CC1)c1ccccc1 (stereo unspecified)
  A: -30%	B: -4%	C: -0.1%	D: 1.2%	E: -1%	F: 2%	G: 1.2%	H: i	I: 0.7	J: -5%

Cc1cc(NC(=O)Cn2nc(C(=O)O)c3ccccc3c2=O)ccc1Br
  A: 4%	B: -8%	C: -0.1%	D: -4.4%	E: -6%	F: -16%	G: 1.5%	H: i	I: 1.1	J: 4%

CCc1ccccc1-n1c(SCC(=O)NC)nnc1-c1ccco1
  A: -22%	B: 0%	C: 0.3%	D: 1.2%	E: 1%	F: -31%[20 µM]	G: -2.0%	H: i	I: 0.4	J: -2%

CC1(CCc2ccccc2)NC(=S)N(c2ccc(Cl)cc2)N1 (stereo unspecified)
  A: -24%	B: -125%	C: -0.2%	D: -0.7%	E: 5%	F: nt	G: -2.2%	H: i	I: 0.5	J: -5%

Cc1cc(=O)[nH]c(SCCOc2cccc(C(F)(F)F)c2)n1
  A: -19%	B: 12%	C: -0.1%	D: 1.9%	E: -8%	F: 19%	G: -1.6%	H: nt	I: nt	J: 17%

CCN1CCN(c2ncnc3scc(-c4ccc(C)cc4)c23)CC1
  A: -2%	B: 11%	C: -0.1%	D: 1.4%	E: 8%	F: -12%	G: 1.6%	H: i	I: 0.4	J: -14%

COc1ccc(C(C(=O)NC(C)(C)C)N(C(=O)Cn2nnc3ccccc32)c2ccc(C(C)=O)cc2)cc1O (stereo unspecified)
  A: 9%	B: 11%	C: 0.0%	D: 0.4%	E: -5%	F: -5%	G: 1.6%	H: i	I: 0.5	J: 4%

C=CCn1c(CCCOc2ccc(Cl)cc2Cl)nnc1SCC(=O)Nc1nccs1
  A: -42%	B: -2%	C: 0.6%	D: 0.4%	E: 17%	F: -3%	G: -2.1%	H: i	I: 1.9	J: -1%

COc1ccc(Cl)cc1NC(=O)CCN1CCN(C)CC1
  A: -28%	B: 11%	C: -0.1%	D: -2.2%	E: 2%	F: 8%	G: 5.1%	H: i	I: 0.5	J: 3%

CN(C(=O)C1CCCN(c2ncnc3c2nc2n3CCCCC2)C1)c1cccc(Cl)c1 (stereo unspecified)
  A: 13%	B: 34%	C: 0.2%	D: -1.3%	E: -42%	F: 5%	G: -4.3%	H: i	I: 4.9	J: 19%

O=C(N/N=C/c1cccc([N+](=O)[O-])c1)c1ccc(COc2ccccc2-c2ccccc2)cc1
  A: -32%	B: -9%	C: -0.2%	D: 0.4%	E: 8%	F: 43%	G: -3.4%	H: i	I: 1.2	J: -7%

CCc1ccccc1N(CC(=O)NC1CCCCC1)C(=O)CCC(=O)Nc1ccccn1
  A: -21%	B: 8%	C: 0.2%	D: -0.2%	E: -8%	F: -16%	G: 0.3%	H: i	I: 0.8	J: -8%

Cc1ccc(Nc2nnc(SCC(=O)Nc3cccc(S(=O)(=O)NC4=NCCCCC4)c3)s2)cc1
  A: -24%	B: -12%	C: -0.2%	D: -3.5%	E: 1%	F: -37%	G: 1.9%	H: i	I: 0.6	J: -19%

COc1nccnc1NS(=O)(=O)c1ccc(NS(=O)(=O)c2ccc(NC(C)=O)cc2)cc1
  A: 15%	B: 2%	C: 0.0%	D: -2.8%	E: 9%	F: -22%	G: -1.5%	H: i	I: 1.2	J: 16%

COc1cccc(CN(C)C(=O)c2csc3c2CCCC3)c1OC
  A: -36%	B: -12%	C: 0.2%	D: 0.2%	E: 11%	F: 0%	G: -1.2%	H: i	I: 0.4	J: -22%

CCOC(=O)C1CCCN(CC(=O)Nc2c(F)c(F)c(F)c(F)c2F)C1 (stereo unspecified)
  A: -13%	B: 10%	C: -0.2%	D: 3.2%	E: 3%	F: 1%	G: -9.1%	H: i	I: 1.2	J: 2%

CCOC(=O)N1CCN(C(=O)C(=O)Nc2sc3c(c2C(N)=O)CC(C)(C)OC3)CC1
  A: -13%	B: 11%	C: -0.1%	D: 1.2%	E: 23%	F: 24%	G: -3.2%	H: i	I: 1.6	J: -11%

From PubChem

Only part of the results is shown; count on the stated rates, not on these rows.
